Screening data as filed in PubChem BioAssay.
NadD block – inhibitors of S. aureus NadD, primary screen, biochemical, colorimetric, uHTS; Nicotinate-nucleotide adenylyltransferase NadD (Staphylococcus aureus N315); purified NadD enzyme, colorimetric absorbance read-out; inhibition, % at 20 µM; actives 0.78% (n = 360,000); in the data active = inhibition above about 26%; note: some compounds past the cut are filed as inactive
Rpn11 block – Rpn11 (PSMD14) deubiquitinase inhibitors, primary screen, biochemical, fluorescence polarization, uHTS; 26S proteasome non-ATPase regulatory subunit 14 (Homo sapiens), O00487; human 26S proteasome, Ub4-pepOG fluorescence polarization; 20S core pre-blocked with epoxomicin; calls only at 20 µM; actives 0.59% (n = 360,000); AID 588493, 2011;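 active = inhibition at 20 µM, scaled to each plate's controls, above about 33%, limit read from the data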
LMPTP block – LMPTP phosphatase inhibitors, primary screen, biochemical, fluorescence intensity, uHTS | Low molecular weight phosphotyrosine protein phosphatase (Homo sapiens), P24666 | inhibition, % at 20 µM | recombinant LMPTP-A, OMFP fluorogenic substrate | actives 0.22% (n = 360,000) | AID 651560, 2012;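 active = compounds that cut the enzyme signal by at least half of the control window in the single-dose screen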;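 note: plate controls were DMSO wells with enzyme plus substrate for no effect and substrate without enzyme for full effect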
Target sequence (P24666 whole entry, looked up): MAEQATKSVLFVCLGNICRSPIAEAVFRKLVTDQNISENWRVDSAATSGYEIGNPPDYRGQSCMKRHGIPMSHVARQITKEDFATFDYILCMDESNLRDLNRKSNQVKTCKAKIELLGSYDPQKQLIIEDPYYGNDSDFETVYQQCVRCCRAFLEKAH
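Test system – LMPTP-A phosphatase enzyme · Quantity – 0.625 nM LMPTP-A final · Reagent – OMFP substrate, 400 µM final · Dosing – one test concentration per compound, 20 µM, with 3% DMSO overall · Timing – 50 min enzyme reaction at room temperature, protected from light · Detection – fluorescence intensity · Controls – substrate-only low control, DMSO enzyme-plus-substrate high control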
CSN deneddyl inh – inhibitors of CSN-mediated cullin deneddylation, primary screen, biochemical, fluorescence polarization, uHTS; Purified CSN, SCF-Nedd8-OG deneddylation; inhibition, % at 12.5 µM; actives 0.38% (n = 360,000); AID 651999, 2013; COP9 signalosome complex subunit 5 (Homo sapiens), Q92905;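 active = pattern-corrected inhibition above about 35%, with an unprinted fluorescence ratio check between 0.5 and 1.5, limit read from the data, passing the limit was not always enough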;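 note: 0% = enzyme with substrate and 100% = substrate without enzyme; some results filed as inactive read as strong as hits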
Target sequence (Q92905 whole entry, looked up, one chain of several): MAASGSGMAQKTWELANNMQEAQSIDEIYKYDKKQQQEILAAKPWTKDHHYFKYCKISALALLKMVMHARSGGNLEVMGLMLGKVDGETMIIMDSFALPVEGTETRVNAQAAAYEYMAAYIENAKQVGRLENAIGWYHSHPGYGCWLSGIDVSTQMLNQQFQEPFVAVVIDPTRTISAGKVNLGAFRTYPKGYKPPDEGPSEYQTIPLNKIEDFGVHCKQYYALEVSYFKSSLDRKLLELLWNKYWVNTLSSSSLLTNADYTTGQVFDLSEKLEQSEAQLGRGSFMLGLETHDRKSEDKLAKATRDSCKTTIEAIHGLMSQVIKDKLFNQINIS
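assay system = purified human Csn5 enzyme expressed in HEK293T cells | amount = 0.24 nM enzyme | buffer or medium = Tris/NaCl/DTT buffer, pH 7.5 | reagent = 10 nM SCFSkp2-Nedd8OG | compound = one concentration, 12.5 µM, 0.25% DMSO | times = 90 min reaction at room temperature | signal = FP | read-out basis = % inhibition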
STEP block – STEP phosphatase inhibitors, primary screen, biochemical, fluorescence intensity, uHTS; Tyrosine-protein phosphatase non-receptor type 5 (Homo sapiens), P54829; AID 588621, 2011; recombinant STEP, OMFP fluorogenic substrate; actives 0.25% (n = 360,000); inhibition, % at 20 µM;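 active = inhibition at 20 µM, scaled per plate between control wells, above about 37%, limit read from the data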;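 note: 0% = DMSO with enzyme and substrate and 100% = substrate only without enzyme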
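Material: STEP (striatal-enriched tyrosine phosphatase) enzyme, cell-free; Compound dosing: 20 µM single dose in 1% DMSO; Technique: fluorescence read at 480 nm ex / 540 nm em; Times: reaction 20 min, ambient temperature; Medium: 50 mM Bis-Tris pH 6.0 with 2.5 mM DTT and 0.005% Tween 20; Also added: OMFP at 25 µM.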
MsrA inhibitor – bovine MsrA enzyme inhibitors, primary screen, biochemical, absorbance, HTS. Methionine sulfoxide reductase A (Bos taurus). purified bovine MsrA, absorbance read-out. inhibition, % at 15.5 µM. actives 0.75% (n = 360,000). AID 651718, 2012; in the data active = inhibition above about 4.5%;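 note: 0% = vehicle wells with enzyme and 100% = reference inhibitor wells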
Tb MetRS inh – T. brucei MetRS inhibitors, primary screen, biochemical, luminescence; methionyl-tRNA synthetase (Trypanosoma brucei brucei); purified T. brucei MetRS, ATP depletion, Kinase-Glo luminescence; inhibition, % at 11.9 µM; actives 0.4% (n = 360,000); AID 624268, 2012;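 active = inhibition above a per-plate cutoff of the control wells' mean inhibition plus 3 SD, cut at about 5.5% in these data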;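 note: 0% = DMSO wells median and 100% = median of wells with control inhibitor compound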
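technique = Kinase-Glo luminescence, ATP depletion format | system = purified MetRS (methionyl-tRNA synthetase) enzyme from Trypanosoma brucei | timing = 15 min preincubation, 2 h reaction, all 25 °C | evaluation = percent inhibition versus plate control medians | dosing = single dose, 11.9 µM final nominal, 0.9% final DMSO | also added = substrates ATP, L-methionine and bulk Escherichia coli tRNA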
SUMO1-SIM PPI – modulators of SUMO1 protein-protein interactions, primary screen, biochemical, uHTS; SUMO1 binding to a labelled peptide, TR-FRET, 1 h; inhibition, % at 20 µM; AID 602429, 2012; actives 0.33% (n = 360,000); Small ubiquitin-related modifier 1 (Homo sapiens), P63165; in the data active = inhibition above about 37%
Target sequence (P63165 whole entry, looked up): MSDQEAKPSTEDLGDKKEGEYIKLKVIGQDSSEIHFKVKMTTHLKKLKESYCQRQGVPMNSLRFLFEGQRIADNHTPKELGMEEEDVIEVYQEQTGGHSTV
Scp1 inh – Scp-1 phosphatase inhibitors, primary screen, biochemical, colorimetric, uHTS; Carboxy-terminal domain RNA polymerase II polypeptide A small phosphatase 1 (Homo …; Recombinant Scp1, phosphopeptide, malachite green phosphate absorbance; inhibition, % at 20 µM; actives 0.88% (n = 340,000); AID 493091, 2011;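 active = inhibition above about 50% at 20 µM, limit read from the data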;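 note: plate controls were DMSO wells with enzyme for no effect and wells lacking enzyme for full effect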
Target sequence (Q9GZU7 76-261 limits assumed): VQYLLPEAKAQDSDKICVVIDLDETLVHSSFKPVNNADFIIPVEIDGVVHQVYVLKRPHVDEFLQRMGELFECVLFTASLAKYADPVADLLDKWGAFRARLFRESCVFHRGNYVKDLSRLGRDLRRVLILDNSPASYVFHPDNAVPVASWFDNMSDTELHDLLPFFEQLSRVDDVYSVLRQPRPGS
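assay system = SCP-1 phosphatase catalytic domain, residues 76-261 | buffer or medium = 50 mM Tris acetate pH 5.5, 0.005% Tween-20, 10 mM MgCl2 | incubation = enzyme reaction 45 min at room temperature, colour 5 min, stabilisation 30 min | signal = Phosphate-binding colour reagent, absorbance read at 630 nm | measure = % inhibition at 20 µM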
DNMT1 block – human DNMT1 methyltransferase inhibitors, primary screen, biochemical, molecular beacon, fluorescence, HinP1I cleavage, uHTS; DNA (cytosine-5)-methyltransferase 1 (Homo sapiens), P26358; inhibition (reported as % activation of signal), % at 10 µM; actives 0.83% (n = 360,000); AID 588458, 2011; in the data active = inhibition above about 50%
Numbers without * were called inactive.

Results for C=C[C@]1(C)C=C2CCC3[C@](C)(CCC[C@@]3(C)C(=O)O)C2CC1 (some centres not stated) ?
NadD block: 8; Rpn11 block: inactive; LMPTP block: 2.4; CSN deneddyl inh: 5; STEP block: -3; Tb MetRS inh: -0.9; SUMO1-SIM PPI: 13; Scp1 inh: -1; DNMT1 block: 1

What do the screens show for `CCn1c(=O)c([N+](=O)[O-])c(NC2CCS(=O)(=O)C2)c2ccccc21` (configuration not stated)?
NadD block: -2; Rpn11 block: inactive; LMPTP block: -0.5; CSN deneddyl inh: 0; STEP block: -1; MsrA inhibitor: 0.6; Tb MetRS inh: 0.5; SUMO1-SIM PPI: -3; Scp1 inh: -11; DNMT1 block: 4

Results for COc1ccc(C2/C(=C(/O)c3ccccc3)C(=O)C(=O)N2C)c(OC)c1 (configuration not stated) ?
NadD block: 1; Rpn11 block: inactive; LMPTP block: 0.0; CSN deneddyl inh: 1; STEP block: -1; MsrA inhibitor: 4.9*; Tb MetRS inh: -0.1; SUMO1-SIM PPI: -4; Scp1 inh: -18; DNMT1 block: -9

Results for Cc1ccccc1N1CCN(c2ccc(NC(=O)C3CCCCC3C(=O)O)cc2)CC1 (configuration not stated) ?
NadD block: 7; Rpn11 block: inactive; LMPTP block: -2.0; CSN deneddyl inh: -6; STEP block: 2; MsrA inhibitor: 0.4; Tb MetRS inh: -1.0; SUMO1-SIM PPI: 1; Scp1 inh: -7; DNMT1 block: 1

How did COC(=O)c1cccc(NC(=O)CCNC(=O)c2ccc([N+](=O)[O-])cc2)c1 do in these assays?
NadD block: -5; Rpn11 block: inactive; LMPTP block: -0.6; CSN deneddyl inh: 0; STEP block: 1; MsrA inhibitor: 0.2; Tb MetRS inh: -0.5; SUMO1-SIM PPI: -22; Scp1 inh: -3; DNMT1 block: 5

What do the screens show for `Oc1ccc(N2CCN(C(c3cccnc3)c3nnnn3Cc3ccccc3)CC2)cc1` (configuration not stated)?
NadD block: 9; Rpn11 block: inactive; LMPTP block: 5.8; CSN deneddyl inh: -3; STEP block: 1; MsrA inhibitor: -0.1; Tb MetRS inh: -0.3; SUMO1-SIM PPI: 2; Scp1 inh: 9; DNMT1 block: 8

Results for COc1ccc(C(=O)CSc2nc3ccccc3n2CC(=O)c2ccccc2)cc1 ?
NadD block: 9; Rpn11 block: inactive; LMPTP block: 2.9; CSN deneddyl inh: 0; STEP block: 1; MsrA inhibitor: 0.9; Tb MetRS inh: -0.2; SUMO1-SIM PPI: 6; Scp1 inh: 2; DNMT1 block: -7

Results for CCOC(=O)C1=C(C)NC(=O)NC1c1ccc(OC)c(CN2CCOCC2)c1 (configuration not stated) ?
NadD block: 3; Rpn11 block: inactive; LMPTP block: -1.1; CSN deneddyl inh: -1; STEP block: 4; MsrA inhibitor: -1.8; Tb MetRS inh: -1.2; SUMO1-SIM PPI: -4; Scp1 inh: -11; DNMT1 block: -2

What do the screens show for `CCCCn1c(NCc2ccncc2)nc2ccccc21`?
NadD block: -2; Rpn11 block: inactive; LMPTP block: 3.3; CSN deneddyl inh: 0; STEP block: 1; MsrA inhibitor: 1.5; Tb MetRS inh: 0.0; SUMO1-SIM PPI: -1; Scp1 inh: 11; DNMT1 block: -1

How did Cc1cc(C)cc(C(=O)NN2CCOCC2)c1 do in these assays?
NadD block: -2; Rpn11 block: inactive; LMPTP block: -1.3; CSN deneddyl inh: -7; STEP block: 1; MsrA inhibitor: 0.8; Tb MetRS inh: -0.2; SUMO1-SIM PPI: -1; Scp1 inh: -5; DNMT1 block: -1

How did CC(c1ccco1)N(C(=O)Nc1ccc(Cl)cc1)c1ccccn1 (configuration not stated) do in these assays?
NadD block: -5; Rpn11 block: inactive; LMPTP block: 0.0; CSN deneddyl inh: -1; STEP block: 1; MsrA inhibitor: 1.0; Tb MetRS inh: -0.2; SUMO1-SIM PPI: 3; Scp1 inh: -10; DNMT1 block: -1

Results for O=C(CCCC(=O)N1CCN(c2cccc(Cl)c2)CC1)c1ccccc1 ?
NadD block: 0; Rpn11 block: inactive; LMPTP block: 1.6; CSN deneddyl inh: -3; STEP block: -1; MsrA inhibitor: 0.3; Tb MetRS inh: 0.7; SUMO1-SIM PPI: 8; Scp1 inh: -7; DNMT1 block: -2

Looked up one by one from the list above, 3 records:
Results for COc1ccc(C(=O)CSc2nc3ccccc3n2CC(=O)c2ccccc2)cc1 ?
NadD block: 9; Rpn11 block: inactive; LMPTP block: 2.9; CSN deneddyl inh: 0; STEP block: 1; MsrA inhibitor: 0.9; Tb MetRS inh: -0.2; SUMO1-SIM PPI: 6; Scp1 inh: 2; DNMT1 block: -7

Results for COc1ccc(C2/C(=C(/O)c3ccccc3)C(=O)C(=O)N2C)c(OC)c1 (configuration not stated) ?
NadD block: 1; Rpn11 block: inactive; LMPTP block: 0.0; CSN deneddyl inh: 1; STEP block: -1; MsrA inhibitor: 4.9*; Tb MetRS inh: -0.1; SUMO1-SIM PPI: -4; Scp1 inh: -18; DNMT1 block: -9

Results for Cc1ccccc1N1CCN(c2ccc(NC(=O)C3CCCCC3C(=O)O)cc2)CC1 (configuration not stated) ?
NadD block: 7; Rpn11 block: inactive; LMPTP block: -2.0; CSN deneddyl inh: -6; STEP block: 2; MsrA inhibitor: 0.4; Tb MetRS inh: -1.0; SUMO1-SIM PPI: 1; Scp1 inh: -7; DNMT1 block: 1

Carrying on.
Results for CC(C)C[C@H]1CNC(=S)N1C[C@H]1CCCN1C[C@H](Cc1ccccc1)N1C[C@H](Cc2ccc(O)cc2)N(CC2CCCCC2)C1=S ?
NadD block: 35*; Rpn11 block: inactive; LMPTP block: 5.3; CSN deneddyl inh: -4; STEP block: 12; MsrA inhibitor: -0.1; Tb MetRS inh: 0.1; SUMO1-SIM PPI: 2; DNMT1 block: -17

Results for OCC[C@@H]1C[C@H](O)[C@@H](O)[C@@]2(CCCCO2)O1 ?
NadD block: -4; Rpn11 block: inactive; LMPTP block: -3.1; CSN deneddyl inh: -2; STEP block: -2; MsrA inhibitor: 0.3; Tb MetRS inh: -0.1; SUMO1-SIM PPI: 0; Scp1 inh: -2; DNMT1 block: 7

What do the screens show for `O=C(Cc1cccc(NC(=O)C2CCCN(C(=O)C3CCC3)C2)c1)Nc1ccc(C(=O)N2CCCCC2)cc1` (configuration not stated)?
NadD block: -4; Rpn11 block: inactive; LMPTP block: -0.7; CSN deneddyl inh: -5; STEP block: -1; MsrA inhibitor: -0.9; Tb MetRS inh: -1.6; SUMO1-SIM PPI: 4; Scp1 inh: -14; DNMT1 block: 1

What do the screens show for `O=C(Cn1nnc(-c2ccccc2)n1)NCc1cccs1`?
NadD block: -1; Rpn11 block: inactive; LMPTP block: -1.1; CSN deneddyl inh: 2; STEP block: -1; MsrA inhibitor: 1.1; Tb MetRS inh: 0.0; SUMO1-SIM PPI: -1; Scp1 inh: -4; DNMT1 block: 1

How did CCOc1ccc(N2C(=O)CC(N3CCN(C(=O)c4ccco4)CC3)C2=O)cc1 (configuration not stated) do in these assays?
NadD block: 3; Rpn11 block: inactive; LMPTP block: 1.4; CSN deneddyl inh: -1; STEP block: 4; MsrA inhibitor: 1.1; Tb MetRS inh: -1.4; SUMO1-SIM PPI: -1; Scp1 inh: 3; DNMT1 block: 1

Results for C#CCOCCOCCOCCNc1nc(N2CCN(C(=O)Cn3cc(CC(C)O)nn3)CC2)nc(N2CCN(C(=O)[C@H](C)n3cc(CCC(=O)O)nn3)CC2)n1 (some centres not stated) ?
NadD block: -3; Rpn11 block: inactive; LMPTP block: -2.4; CSN deneddyl inh: -1; STEP block: 2; MsrA inhibitor: -0.3; Tb MetRS inh: -0.3; SUMO1-SIM PPI: 2; Scp1 inh: 2; DNMT1 block: 9

How did COc1ccc(NS(=O)(=O)c2cc(NC(=O)C3=NN(c4ccccc4)C(=O)CC3)ccc2C)cc1 do in these assays?
NadD block: 17; Rpn11 block: inactive; LMPTP block: 1.4; CSN deneddyl inh: -2; STEP block: 0; MsrA inhibitor: 3.4; Tb MetRS inh: -0.1; SUMO1-SIM PPI: 2; Scp1 inh: -4; DNMT1 block: -12

Results for O=C(COC(=O)/C=C/c1ccccc1)NCc1ccc2c(c1)OCO2 ?
NadD block: -12; Rpn11 block: inactive; LMPTP block: 0.9; CSN deneddyl inh: -6; STEP block: 0; MsrA inhibitor: 0.2; Tb MetRS inh: -0.5; SUMO1-SIM PPI: -13; Scp1 inh: -9; DNMT1 block: 2

Results for C=CCSC(=S)NC1CCS(=O)(=O)C1 (configuration not stated) ?
NadD block: -5; Rpn11 block: inactive; LMPTP block: -1.3; CSN deneddyl inh: -14; STEP block: -4; MsrA inhibitor: -0.4; Tb MetRS inh: -0.1; SUMO1-SIM PPI: 0; Scp1 inh: -2; DNMT1 block: 4

What do the screens show for `NC(=O)CSc1nnc(-c2cc(-c3ccc(Cl)cc3)nc3ccccc23)o1`?
NadD block: 5; Rpn11 block: inactive; LMPTP block: -0.3; CSN deneddyl inh: -6; STEP block: 1; MsrA inhibitor: 2.7; Tb MetRS inh: -0.1; SUMO1-SIM PPI: -1; Scp1 inh: -3; DNMT1 block: 3
